C diff growth = inhibitors of Clostridium difficile growth | growth activity, negative = inhibition, % at 16 µg/mL (by protocol) | hit rate 0.25% among 86,000 | AID 1259249 | Clostridium difficile clinical isolate growth, OD600, 24 h; hits give low values;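 active = mean growth activity at or below -80% and every replicate also at or below -80%; inconclusive = mean at or below -80% but some replicate above -80%; inactive = mean growth activity above -80%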;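 also: 0% = DMSO wells and -100% = levofloxacin 16 µg/mL wells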
T cruzi growth = T. cruzi proliferation inhibition | inhibition, % at 8.34 µM | T. cruzi beta-gal in NIH3T3, GalScreen luminescence, 90 h | hit rate 5.9% among 77,000;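 active = mean inhibition above about 93%, with at least 55% of replicates each passing it, limit read from the data, passing the limit was not always enough; inconclusive = only one of those two conditions holds; inactive = neither condition holds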
GASC1 inh = inhibitors of human demethylase GASC-1 KDM4C. Q9H3R0. GST-KDM4C 2-372, H3K9me3 peptide, LANCE TR-FRET. inhibition, % at 12.5 µM. hit rate 0.15% among 96,000. AID 720574;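 active = mean replicate inhibition above about 25%, with at least 55% of replicates also reaching it, limit read from the data, passing the limit was not always enough; inconclusive = only one of those two conditions met; inactive = neither condition met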
Target sequence (Q9H3R0 2-372 limits assumed): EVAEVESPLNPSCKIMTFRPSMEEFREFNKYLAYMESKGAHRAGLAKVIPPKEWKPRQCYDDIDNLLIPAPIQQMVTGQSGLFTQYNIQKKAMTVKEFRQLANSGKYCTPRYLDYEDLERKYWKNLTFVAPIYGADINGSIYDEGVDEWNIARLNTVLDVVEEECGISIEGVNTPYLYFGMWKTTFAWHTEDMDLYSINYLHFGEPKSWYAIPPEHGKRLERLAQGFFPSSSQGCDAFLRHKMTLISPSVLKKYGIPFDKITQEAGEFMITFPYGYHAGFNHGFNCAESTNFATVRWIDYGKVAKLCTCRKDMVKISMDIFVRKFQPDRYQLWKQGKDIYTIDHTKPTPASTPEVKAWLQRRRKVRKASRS
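material = GST-tagged GASC-1 (JMJD2C) catalytic fragment, aa 2-372 | amount = enzyme final amount 10 nM | medium = HEPES buffer, pH 7.5, plus ascorbate | also added = H3K9me3 peptide substrate, Fe(II), 2-oxoglutarate | dosing = single dose | times = 30 min demethylation and 1 h detection at room temperature | detection = LANCE TR-FRET | read-out basis = Fall in 671/618 emission ratio as inhibition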
Pf Dd2 growth = P. falciparum Dd2 growth inhibition. activity change, % at 10 µM. hit rate 2.3% among 94,000. SYBR Green, 72 h; hits give low values; in the data active = activity change below about -80%; inconclusive = no clear call, values can overlap the other calls
* hit, by the source's call; u = inconclusive; x = no result given. This is a random part of the collection. About 7.3% of those tested had a hit in this group.

mol	C diff growth	T cruzi growth	GASC1 inh	Pf Dd2 growth
Cc1ccc(S(=O)(=O)Nc2ccc3c(c2)C(=O)N([C@H](C)CO)C[C@H](C)[C@@H](CN(C)S(=O)(=O)c2ccc(Cl)cc2)O3)cc1	2	x	-3.8	-50
C[C@@H]1CN([C@H](C)CO)C(=O)c2cc(C#C[C@@H](C)O)cnc2O[C@H]1CN(C)Cc1cccc(F)c1	-1	-4	1.1	-9
C[C@H]1CN([C@@H](C)CO)C(=O)c2cc(C#Cc3ccccc3F)cnc2O[C@@H]1CN(C)C(=O)C1CCOCC1	-6	-11	x	-35
O=C(N[C@H]1CC[C@@H](CCNC(=O)c2ccccc2F)O[C@H]1CO)c1cnccn1	x	17	1.6	-13
C[C@@H]1CN([C@@H](C)CO)C(=O)c2cc(C#Cc3ccccn3)cnc2O[C@@H]1CN(C)Cc1ccccc1	1	75	2.4	-19
O=C(Nc1ccc(F)cc1)N1C[C@@H]2[C@H](c3ccccc31)[C@H](CO)N2C(=O)Cc1cccnc1	-1	-7	2.3	11
Cc1noc(C)c1NC(=O)Nc1cccc2c1O[C@@H](CN(C)C(=O)Nc1cccc3ccccc13)[C@H](C)CN([C@@H](C)CO)C2=O	-3	31	0.1	13
C[C@H]1CN([C@@H](C)CO)C(=O)Cc2cc(NS(=O)(=O)c3ccc(F)cc3)ccc2O[C@@H]1CN(C)Cc1ccc(Cl)c(Cl)c1	x	52	-5.3	-26
COc1ccc(NC(=O)N(C)C[C@H]2Oc3c(NC(=O)c4cc(C)nn4C)cccc3C(=O)N([C@H](C)CO)C[C@H]2C)cc1	-1	-18	-0.6	3
Cc1ccc(S(=O)(=O)Nc2cccc3c2O[C@H](CN(C)C(=O)NC(C)C)[C@H](C)CN([C@H](C)CO)C3=O)cc1	-2	34	-1.3	15
CCC(=O)Nc1ccc2c(c1)C(=O)N(C)[C@H]1CC[C@@H](CC(=O)NCCc3ccncc3)O[C@@H]1CO2	-5	28	-1.1	9
O=C(C[C@@H]1C=C[C@H](NS(=O)(=O)c2ccc(F)cc2)[C@@H](CO)O1)N1CCC(Cc2ccccc2)CC1	-9	52	-2.0	-7
CN1C(=O)c2cc(NC(=O)c3ccc(F)cc3)ccc2OC[C@@H]2O[C@@H](CC(=O)N3CCOCC3)CC[C@H]21	1	40	-1.1	9
C[C@@H]1CN([C@@H](C)CO)C(=O)c2cc(NC(=O)NC3CCCCC3)ccc2O[C@H]1CN(C)C(=O)Nc1ccc2c(c1)OCO2	-1	-150	-0.5	10
COc1cccc(-c2ccc3c(c2)O[C@@H](CN(C)C(=O)C2CCC2)[C@@H](C)CN([C@@H](C)CO)S3(=O)=O)c1	-4	93	-2.3	-35
C[C@H](CO)N1C[C@H](C)[C@@H](CN(C)Cc2ccc(-c3ccccc3)cc2)Oc2ccc(N(C)C)cc2C1=O	-14	96	3.9	3
O=C(C[C@H]1C[C@@H]2c3cc(NC(=O)Nc4ccc(C(F)(F)F)cc4)ccc3O[C@@H]2[C@@H](CO)O1)NCc1cc(F)ccc1F	14	156*	12	-17
C[C@@H]1CN([C@@H](C)CO)C(=O)Cc2cc(NC(=O)Nc3cccc4ccccc34)ccc2O[C@@H]1CN(C)Cc1ccc(-c2ccccc2)cc1	10	103*	-3.4	12
O=C(C[C@@H]1CC[C@H](NS(=O)(=O)c2cccc(F)c2)[C@H](CO)O1)NCc1ccc2c(c1)OCO2	x	2	-0.5	-9
COc1ccc2c3c(n(C)c2c1)[C@H](CO)N(C(=O)Cc1ccccc1)CC31CN(C(=O)Cc2ccccc2)C1	9	x	-0.8	-83*
COc1ccc(NC(=O)Nc2ccc3c(c2)C(=O)N([C@@H](C)CO)C[C@H](C)[C@@H](CN(C)S(=O)(=O)c2ccc(OC)cc2)OCCCC[C@@H](C)O3)cc1	0	42	-1.1	-57
C[C@H]1CN([C@@H](C)CO)S(=O)(=O)c2ccc(Br)cc2O[C@@H]1CN(C)C(=O)CC1CC1	-3	-11	1.6	-17
C[C@H]1CN([C@@H](C)CO)C(=O)c2cccc(NC(=O)Nc3ccc4c(c3)OCO4)c2O[C@@H]1CN(C)S(=O)(=O)c1cn(C)cn1	-1	1	-0.8	-18
CC(=O)N1[C@H](CO)[C@@H](c2ccccc2)[C@@H]1CN(C(=O)c1cccc(F)c1)C(C)C	5	24	1.2	3
C/C=C/c1ccc2c(c1)O[C@@H](CN(C)Cc1cccnc1)[C@@H](C)CN([C@H](C)CO)S2(=O)=O	1	83	-3.2	-1
C[C@@H]1CN([C@@H](C)CO)C(=O)c2cc(NC(=O)C3CCCCC3)ccc2O[C@@H]1CN(C)C(=O)NC1CCCCC1	2	22	-1.7	3
N#C[C@H]1[C@@H](c2ccc(C#CC3(O)CCCC3)cc2)[C@@H](CO)N1C(=O)C1CCCCC1	0	93	2.3	18
C[C@@H]1CN([C@@H](C)CO)C(=O)Cc2cc(NC(=O)Cc3ccccc3)ccc2O[C@H]1CN(C)Cc1ccncc1	4	x	0.1	-14
C/C=C/c1cnc2c(c1)C(=O)N([C@@H](C)CO)C[C@@H](C)[C@H](CN(C)Cc1cncnc1)O2	-3	x	-1.2	39
CN(C)C(=O)C[C@@H]1CC[C@@H]2[C@H](COc3ccc(NS(=O)(=O)c4cccc(F)c4)cc3C(=O)N2C)O1	5	23	2.9	0
CCNC(=O)[C@H]1[C@H](CO)[C@H]2Cn3c(ccc(-c4ccccc4OC)c3=O)[C@H]2N1CC	-3	-6	6.6	8
COc1cccc(S(=O)(=O)N[C@H]2C=C[C@H](CC(=O)NCc3ccc(Cl)cc3)O[C@H]2CO)c1	-4	x	-0.2	14
CCC(=O)N1[C@H](CO)[C@@H](c2ccccc2)C12CN(C(=O)Nc1cccc(OC)c1)C2	2	x	0.1	28
C[C@@H]1CN([C@@H](C)CO)C(=O)Cc2cc(NC(=O)CCC(F)(F)F)ccc2O[C@@H]1CN(C)Cc1ccc(C(=O)Nc2ccccc2N)cc1	13	86	0.7	-64
C[C@@H]1CCCCO[C@H](CN(C)C(=O)C2CCCCC2)[C@@H](C)CN([C@H](C)CO)C(=O)c2cc(NC(=O)Nc3cccc4ccccc34)ccc2O1	2	u	17	-57
C[C@@H]1CN([C@H](C)CO)C(=O)c2cc(C#CC3(O)CCCC3)cnc2O[C@H]1CN(C)S(=O)(=O)c1cccc(F)c1	1	39	1.2	-19
CN(C)C(=O)c1ccc(-c2ccccc2[C@H]2[C@@H](C#N)N(C(=O)C3CCCC3)[C@H]2CO)cc1	-2	x	-0.3	-4
C[C@@H]1CCCCO[C@@H](CN(C)C(=O)CCC(F)(F)F)[C@@H](C)CN([C@H](C)CO)C(=O)c2cc(NC(=O)Nc3ccc4c(c3)OCO4)ccc2O1	6	-20	22	-21
CO[C@H]1CN(C)C(=O)c2ccc(NC(=O)Nc3cc(Cl)cc(Cl)c3)cc2OC[C@@H](C)NC[C@@H]1C	8	-53	-1.5	-37
O=C(Nc1ccccc1F)N[C@H]1CC[C@H](CCNS(=O)(=O)c2ccc(F)cc2)O[C@H]1CO	-2	x	11	x
C[C@@H]1CN([C@H](C)CO)C(=O)c2cc(NS(=O)(=O)c3ccc(F)cc3)ccc2O[C@@H](C)CCCCO[C@@H]1CN(C)C(=O)Cc1ccccc1	-6	52	-0.2	-76
CC(C)NC(=O)N(C)C[C@@H]1Oc2ccc(NC(=O)Nc3ccccc3)cc2C(=O)N([C@@H](C)CO)C[C@@H]1C	-5	12	-1.6	46
CCCNC(=O)C[C@H]1CC[C@@H]2[C@@H](COc3ccc(NC(=O)c4ccc(Cl)cc4)cc3C(=O)N2C)O1	2	-13	-0.5	-7
COc1cccc(-c2cnc3c(c2)C(=O)N([C@H](C)CO)C[C@H](C)[C@H](CN(C)C(=O)Nc2cccc4ccccc24)O3)c1	-9	11	1.3	-71
CCC(=O)N1CC2(C1)[C@H](c1ccc(-c3ccc(F)cc3)cc1)[C@@H](CO)N2C(=O)CC	-10	x	0.5	10
COc1cccc(S(=O)(=O)N[C@H]2CC[C@H](CC(=O)NCc3ccncc3)O[C@H]2CO)c1	x	3	0.5	29
COCC(=O)Nc1ccc2c(c1)C(=O)N(C)C[C@@H](OC)[C@@H](C)CN(CC1CCCCC1)[C@H](C)CO2	2	-12	0.5	-16
C[C@@H]1CN([C@@H](C)CO)C(=O)c2cc(NS(=O)(=O)c3ccccc3)ccc2O[C@@H]1CN(C)Cc1ccc(Cl)c(Cl)c1	24	x	-0.7	9
C[C@@H]1CN([C@H](C)CO)C(=O)c2cc(NC(=O)CCC(F)(F)F)ccc2O[C@@H]1CN(C)CC1CCCCC1	1	19	-0.2	19
Cc1noc(C)c1NC(=O)Nc1ccc2c(c1)CC(=O)N([C@H](C)CO)C[C@H](C)[C@H](CN(C)S(=O)(=O)c1c(C)noc1C)O2	0	3	-0.8	8

Entries of single compounds from above. Order of screens: C diff growth	T cruzi growth	GASC1 inh	Pf Dd2 growth
`CO[C@H]1CN(C)C(=O)c2ccc(NC(=O)Nc3cc(Cl)cc(Cl)c3)cc2OC[C@@H](C)NC[C@@H]1C` is entered as 8	-53	-1.5	-37
`CN(C)C(=O)C[C@@H]1CC[C@@H]2[C@H](COc3ccc(NS(=O)(=O)c4cccc(F)c4)cc3C(=O)N2C)O1` is entered as 5	23	2.9	0
`N#C[C@H]1[C@@H](c2ccc(C#CC3(O)CCCC3)cc2)[C@@H](CO)N1C(=O)C1CCCCC1` is entered as 0	93	2.3	18
`C[C@@H]1CCCCO[C@H](CN(C)C(=O)C2CCCCC2)[C@@H](C)CN([C@H](C)CO)C(=O)c2cc(NC(=O)Nc3cccc4ccccc34)ccc2O1` is entered as 2	u	17	-57

Following part:
| Structure | C diff growth | T cruzi growth | GASC1 inh | Pf Dd2 growth |
| --- | --- | --- | --- | --- |
| O=C(CC1CC1)Nc1ccc2c(c1)[C@@H]1C[C@H](CC(=O)N3CCCCC3)O[C@@H](CO)[C@@H]1O2 | -1 | 41 | 0.1 | 17 |
| Cc1noc(C)c1NC(=O)Nc1ccc2c(c1)CC(=O)N([C@@H](C)CO)C[C@H](C)[C@H](CN(C)S(C)(=O)=O)O2 | -9 | 1 | 0.1 | 32 |
| C[C@@H]1CCCCO[C@H](CN(C)S(=O)(=O)c2ccc(F)cc2)[C@@H](C)CN([C@H](C)CO)C(=O)c2cc(NC(=O)Nc3ccc4c(c3)OCO4)ccc2O1 | 0 | 47 | -0.8 | -60 |
| C[C@@H]1CN([C@H](C)CO)C(=O)c2cc(C#CC3(O)CCCC3)cnc2O[C@H]1CN(C)C(=O)Cc1ccncc1 | -5 | 20 | -0.6 | -41 |
| COc1ccc(C#Cc2cnc3c(c2)C(=O)N([C@@H](C)CO)C[C@@H](C)[C@H](CN(C)C(=O)CN(C)C)O3)cc1 | -7 | 21 | 2.3 | -67 |
| C/C=C/c1ccc([C@@H]2[C@H](CO)N(CCC(F)(F)F)C23CN(C(=O)CN(C)C)C3)cc1 | -5 | x | 2.2 | -35 |
| C[C@@H]1CN([C@@H](C)CO)C(=O)c2cc(NC(=O)Nc3cccc4ccccc34)ccc2O[C@@H](C)CCCCO[C@H]1CN(C)Cc1ccccc1 | 39 | 112* | 0.5 | -50 |
| C[C@@H]1CN([C@H](C)CO)C(=O)c2cccc(NC(=O)NC3CCCCC3)c2O[C@@H]1CN(C)C(=O)Nc1ccc(F)cc1 | -14 | 17 | -1.2 | -10 |
| C[C@@H]1CCCCO[C@H](CN(C)Cc2ccncc2)[C@@H](C)CN([C@@H](C)CO)C(=O)c2cc(NC(=O)c3ccccc3)ccc2O1 | -11 | 59 | 1.6 | -51 |
| COc1ccccc1S(=O)(=O)N[C@@H]1C=C[C@H](CC(=O)NCc2cccc(F)c2)O[C@H]1CO | 7 | 23 | -0.1 | 5 |
| COc1ccc(NC(=O)N2CCCCN3[C@H](CO)[C@@H](c4ccc(-c5ccccc5F)cc4)[C@H]3C2)cc1 | 8 | 48 | 5.8 | -29 |
| CN1CCN(C(=O)C[C@@H]2CC[C@@H]3[C@H](COc4ccc(NC(=O)C5CCCCC5)cc4C(=O)N3C)O2)CC1 | 14 | -30 | 3.0 | -8 |
| C[C@H](CO)N1C[C@H](C)[C@H](CN(C)Cc2ccc(Cl)c(Cl)c2)Oc2c(NC(=O)c3ccncc3)cccc2C1=O | 9 | 94 | -0.4 | -13 |
| CN(C)C(=O)[C@@H]1[C@@H](CO)[C@@H]2Cn3c(cccc3=O)[C@@H]2N1C(=O)C1CCC1 | -8 | -9 | -0.3 | x |
| C[C@H](NC(=O)C[C@H]1C=C[C@H](NC(=O)C2CCOCC2)[C@@H](CO)O1)c1ccccc1 | 2 | 43 | 0.4 | 9 |
| CO[C@H]1CN(C)C(=O)c2cc(NS(=O)(=O)c3ccc(C)cc3)ccc2OC[C@@H](C)NC[C@H]1C | x | -54 | -0.2 | 26 |

From PubChem BioAssay
